FXIa inh mix: factor XIa (human) inhibition, mixture screen; P03951; purified FXIa, fluorogenic substrate, pooled mixtures; inhibition, % at 5 µM; 62,000 tested, 0.19% active; AID 680; in the data active means inhibition above about 20%, passing the limit was not always enough;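 further: each value is inhibition by a whole ten-compound pool holding the compound; 0% = enzyme with no mixture and 100% = wells lacking enzyme; strong numbers were not always called active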
CatL inh: blocks human cathepsin L protease activity | purified cathepsin L, fluorogenic substrate, fluorescence | inhibition, %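 (tested at 10 µM)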 | 58,000 tested, 0.17% active | AID 460; in the data active means inhibition above about 45%;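 further: 0% = enzyme with no compound and 100% = no enzyme blank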
CatG inh: inhibitors of human cathepsin G; P08311; purified enzyme, AMC-tetrapeptide fluorescence, pooled mixtures; inhibition, % at 5 µM (by protocol); 62,000 tested, 0.2% active; AID 581;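 active means inhibition above 20% in each of the two mixture wells holding the compound; inactive means inhibition of 20% or less in either well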;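 further: 0% = enzyme control without mixture and 100% = blank lacking enzyme; strong numbers were not always called active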
Target sequence (P08311 21-244 limits assumed): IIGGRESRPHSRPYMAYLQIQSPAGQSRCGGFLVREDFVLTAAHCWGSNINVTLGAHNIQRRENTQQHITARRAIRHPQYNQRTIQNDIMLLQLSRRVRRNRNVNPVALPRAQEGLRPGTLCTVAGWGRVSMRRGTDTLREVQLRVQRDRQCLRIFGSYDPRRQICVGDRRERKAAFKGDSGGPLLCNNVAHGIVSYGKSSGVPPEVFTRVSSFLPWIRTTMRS
CatB mix inh: inhibitors of human cathepsin B in compound mixtures. inhibition, %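 (ten-compound pools at 5 µM per compound and 50 µM total)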. AID 488. P07858. 62,000 tested, 0.06% active. Purified cathepsin B, AMC dipeptide fluorescence; in the data active means inhibition above about 22%, passing the limit was not always enough;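 further: 0% = enzyme without compound and 100% = no enzyme blank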
C1s block: blocks human complement C1s protease activity. P09871. mean inhibition % of two 10-compound mixtures (active compounds read high), % at 5 µM (by protocol). AID 538. purified C1s, fluorogenic AMC substrate, pooled mixtures. 62,000 tested, 0.16% active;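 active means inhibition above 20% in each of the two 10-compound mixture wells holding the compound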;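 further: 0% = enzyme wells lacking compound mixture and 100% = no-enzyme blank wells; some compounds called inactive have numbers as strong as hits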
Target sequence (P09871 16-437 limits assumed): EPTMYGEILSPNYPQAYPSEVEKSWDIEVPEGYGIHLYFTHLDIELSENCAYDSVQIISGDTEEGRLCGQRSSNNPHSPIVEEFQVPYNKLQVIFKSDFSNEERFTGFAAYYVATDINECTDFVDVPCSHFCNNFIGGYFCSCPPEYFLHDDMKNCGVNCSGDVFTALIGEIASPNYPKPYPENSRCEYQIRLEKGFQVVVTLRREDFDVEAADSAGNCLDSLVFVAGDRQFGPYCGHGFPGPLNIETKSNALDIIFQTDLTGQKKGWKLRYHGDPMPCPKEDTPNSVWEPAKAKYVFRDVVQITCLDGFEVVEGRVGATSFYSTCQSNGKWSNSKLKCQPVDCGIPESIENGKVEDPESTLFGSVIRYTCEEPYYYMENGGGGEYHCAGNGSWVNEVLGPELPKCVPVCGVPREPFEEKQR
Target sequence (P09871 438-688 limits assumed): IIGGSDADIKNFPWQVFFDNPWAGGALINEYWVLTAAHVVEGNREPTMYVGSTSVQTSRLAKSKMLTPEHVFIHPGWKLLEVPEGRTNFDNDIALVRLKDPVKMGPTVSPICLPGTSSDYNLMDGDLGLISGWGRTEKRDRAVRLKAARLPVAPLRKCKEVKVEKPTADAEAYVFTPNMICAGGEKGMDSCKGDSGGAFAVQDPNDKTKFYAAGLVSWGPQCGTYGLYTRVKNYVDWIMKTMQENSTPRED
CatS block: human cathepsin S inhibition; inhibition, %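 (tested at 5 µM per compound within 10-compound mixtures)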; P25774; AID 501; 62,000 tested, 0.06% active; recombinant cathepsin S, AMC dipeptide fluorescence, pooled mixtures; in the data active means inhibition above about 32%, passing the limit was not always enough;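 further: 0% = enzyme without compound and 100% = blank without enzyme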
AP complement: orthogonal test for alternative complement pathway inhibitors; 62,000 tested, 0.08% active; inhibition, % at 5 µM; Human serum alternative complement pathway, LPS-coated ELISA, C3 deposition; tested in compound mixtures; AID 1235;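 active means inhibition above 30% in each of the two pooled mixtures holding the compound, so the lower value exceeds 30%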;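 further: 0% = serum in Mg-EGTA without compound and 100% = EDTA serum blank; some compounds past the cut are filed as inactive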
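Assay system: human serum alternative complement pathway, C3 deposition on LPS-coated wells; Dosing: 5 µM per compound in ten-compound mixtures; Detection: Anti-C3 ELISA, OD 450 nm; Buffer or medium: Mg2+-EGTA GVB++ buffer containing human serum at 1:15 dilution; Timing: 1 h at 37 °C; Replication: two different pools per compound.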
Ec RNAP inh: blocks E. coli RNA polymerase transcription | fluorescence transcription assay | P0A8V2 | 62,000 tested, 0.2% active | inhibition, %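 (tested at 10 µM)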 | AID 559; in the data active means inhibition above about 20%;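 further: 0% = enzyme without compound and 100% = no enzyme blank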
CatB block: inhibitors of human cathepsin B; P07858; purified cathepsin B, fluorogenic substrate, fluorescence; inhibition, %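 (tested at 10 µM)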; 63,000 tested, 0.1% active; in the data active means inhibition above about 21%;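 further: 0% = enzyme with no compound and 100% = no enzyme blank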
* marks the source's active call; other numbers are inactive results; · = not tested or not shown. These rows are one share of the data; count on the stated rates, not on these rows.

SMILES | FXIa inh mix | CatL inh | CatG inh | CatB mix inh | C1s block | CatS block | AP complement | Ec RNAP inh | CatB block
OCCNC1=NCCN1 | 4 | 7 | -6 | 5 | 2 | -2 | -16 | 9 | -1
CC1(C)CNC(=O)c2sc(N3CCOCC3)nc2C1 | 4 | -2 | 14 | 2 | 15 | -1 | 1 | 12 | -1
CCOC(=O)C1=C(C)N=c2s/c(=C3\C(=O)Nc4ccccc43)c(=O)n2C1c1ccc2c(c1)OCO2 (centres undefined) | 15 | 23 | 11 | 4 | -6 | 3 | 8 | 6 | 1
Cc1ccc(N(C(C)C(=O)O)S(=O)(=O)c2cccnc2)cc1 (centres undefined) | 2 | 6 | 11 | 5 | 18 | 0 | 11 | 8 | 3
COc1ccc(NC2C=CS(=O)(=O)C2)c(OC)c1 (centres undefined) | -2 | 1 | 10 | 1 | -3 | -4 | 20 | 1 | 2
Nc1nc(CSc2ncn(-c3ccccc3)n2)cs1 | 12 | -9 | 3 | -2 | 3 | -4 | 14 | -3 | 0
CCOC(=O)c1c(C)[nH]c(C)c1C(=O)COc1ccc(NC(=O)c2ccco2)cc1 | 3 | 4 | 20 | 0 | -12 | 10 | 7 | -4 | -1
Cn1c(CN2CCOCC2)c(C#N)c2ccccc21 | 1 | 3 | -3 | 2 | 1 | 7 | -4 | 8 | -5
CN(CCNC(=O)C1(O)c2ccccc2NC(=O)N1c1ccccc1)Cc1ccccc1 (centres undefined) | 2 | -5 | 0 | 5 | -28 | 0 | 13 | 2 | -5
CC(C)Cn1c(NCCN(C)C)nc2c1c(=O)[nH]c(=O)n2C | 14 | -9 | 0 | 5 | 2 | 10 | -7 | 5 | -1

In another format: results already given
FXIa inh mix	CatL inh	CatG inh	CatB mix inh	C1s block	CatS block	AP complement	Ec RNAP inh	CatB block	SMILES
4	7	-6	5	2	-2	-16	9	-1	OCCNC1=NCCN1
4	-2	14	2	15	-1	1	12	-1	CC1(C)CNC(=O)c2sc(N3CCOCC3)nc2C1
14	-9	0	5	2	10	-7	5	-1	CC(C)Cn1c(NCCN(C)C)nc2c1c(=O)[nH]c(=O)n2C

(further entries)
SMILES | FXIa inh mix | CatL inh | CatG inh | CatB mix inh | C1s block | CatS block | AP complement | Ec RNAP inh | CatB block
COc1ccccc1-c1nc(S(=O)(=O)c2ccc(Cl)cc2)c(N(C)C)o1 | -4 | 11 | 0 | -4 | -24 | 4 | 1 | 8 | -2
O=C(NCc1cccc(Cl)c1)c1ccc2c(c1)OCO2 | -7 | 20 | 6 | -1 | -44 | -1 | 6 | 9 | 6
CCOc1ccccc1C1C(C(=O)Nc2ccccc2OC)=C(C)Nc2nnnn21 (centres undefined) | 2 | 13 | 10 | 4 | 13 | 3 | 12 | 6 | 0
CCn1c(SCC(=O)c2ccc(Cl)s2)nnc1-c1cccs1 | 5 | -9 | -2 | -5 | -5 | -3 | -3 | -3 | -3
COc1ccccc1-c1cc(C(=O)Nc2c(C)n(C)n(-c3ccccc3)c2=O)no1 | -1 | -1 | 9 | 4 | 16 | -4 | 12 | -1 | 8
CCN(CC)C(=O)CN(Cc1ccccc1)S(=O)(=O)c1ccc(F)cc1 | 7 | -8 | 1 | 4 | 3 | -3 | 12 | 1 | -5
CCOC(=O)c1nc2sc3c(c2c(=O)[nH]1)CCCC3 | -1 | -43 | 9 | 3 | -35 | 0 | 2 | 3 | -5
COc1ccc(Cn2c3nc4ccccc4nc3c3c(=O)n(Cc4ccco4)c(C)nc32)cc1 | 8 | -17 | -4 | 6 | -14 | 10 | 6 | 0 | 5
Cc1cc(C)n(S(=O)(=O)c2cc(C)c(C)cc2C)n1 | 2 | 1 | -2 | 2 | -20 | 0 | 7 | 8 | -2
O=C(OCc1ccc2c(c1)OCO2)c1ccc(S(=O)(=O)N2CCCCC2)cc1 | 4 | 0 | 11 | -7 | 5 | 0 | 7 | 7 | 2
O=C(O)[C@H](Cc1ccccc1)N1C(=O)c2ccncc2C1=O | -2 | 5 | 8 | 0 | 36 | -6 | 18 | 5 | -1
COc1cc(C2NC(=O)NC(C)=C2C(=O)Nc2cccc(C)c2C)cc(OC)c1OC (centres undefined) | 9 | -1 | 8 | 0 | 14 | 0 | 12 | 12 | 2
CC(=O)Cn1c(CN2CC(C)CC(C)C2)nc2c1c(=O)n(C)c(=O)n2C (centres undefined) | 2 | 22 | 9 | 0 | 13 | 1 | -7 | 8 | -1
COc1ccccc1NC1=C(C)C(=O)CC1 | 10 | 0 | 9 | -1 | 7 | 9 | 7 | 1 | -1
CCOc1ccccc1Oc1coc2cc(OC(=O)c3ccco3)ccc2c1=O | 12 | 11 | -3 | -2 | -4 | 10 | 19 | 0 | -2
Cc1cccc(S(=O)(=O)Nc2cccc(-c3cn4ccsc4n3)c2)c1 | 7 | -1 | 10 | 1 | 13 | -2 | 7 | -1 | 5
Cc1cc(-n2c(C)cc(C(=O)CSc3nnc4sc5ccccc5n34)c2C)no1 | 8 | 1 | 0 | 3 | 3 | 7 | -14 | 5 | 0
COc1cc(C(=O)OC(C)CN2CCOCC2)cc(OC)c1OC (centres undefined) | -2 | · | 9 | -5 | 4 | 0 | 8 | 6 | 0
CCOC(=O)CNC(=O)CSc1nc2cccnc2n1C1CCCCC1 | 2 | 19 | 9 | -2 | 13 | 0 | -11 | 6 | 1
CCOCCCNS(=O)(=O)c1cc(Br)cc2c1N(C(=O)C1CC1)CC2 | -2 | -7 | -1 | -3 | -27 | -7 | 24 | -7 | -4
O=C(NC1CCCCCC1)c1nc2ncccn2n1 | -4 | 0 | 4 | -4 | -15 | -4 | 8 | 3 | -6
O=C(CSc1nnc(-c2ccncc2)n1-c1ccc(Cl)cc1)N1CCOCC1 | 3 | 10 | 11 | 3 | 9 | 2 | 1 | 10 | 6
CCCc1nc(-c2ccccc2O)n(-c2ccccc2)n1 | 0 | 5 | 6 | 1 | -7 | -5 | 0 | · | 5
CCCn1c(-c2cccs2)nc2ccccc21 | 1 | 12 | -10 | 2 | -15 | 21 | -30 | 0 | 6
CCCc1cc(N2CCCC(C(=O)Nc3c(OC)cccc3OC)C2)n2ncnc2n1 (centres undefined) | 7 | 4 | -1 | 2 | -27 | -2 | -3 | 6 | 0
O=C(Nc1sc2c(c1C(=O)O)CCC2)c1cccs1 | 8 | -2 | 0 | 5 | -1 | 6 | 6 | 7 | -3
O=C(Cn1cc2c(n1)CCCC2)NCCCN1CCCC1 | 4 | · | 7 | 2 | 10 | 12 | -2 | 2 | 0
CCc1nc(C)ccc1OCC(=O)NCCCN(C)C | 9 | · | 1 | 7 | 2 | 7 | 5 | 9 | -3
CCOc1cc(NC(=O)c2ccco2)c(OCC)cc1NC(=O)CCc1ccc(OC)cc1 | 2 | -15 | -4 | 4 | -6 | -3 | 7 | -2 | 1
CCCc1cc(=O)[nH]c(SCC(=O)CSc2nc(CCC)cc(=O)[nH]2)n1 | 7 | 6 | 7 | 5 | 11 | 20 | -4 | · | 6
Cc1nn(Cc2ccccc2Cl)c2sc(C(=O)NCCCn3ccnc3)cc12 | -1 | 19 | 5 | -2 | -6 | 9 | 1 | 2 | -1
COC(=O)c1ccccc1NC(=O)CCNC(=O)Cn1cnc2ccccc2c1=O | 1 | 5 | 0 | 3 | -5 | -1 | 9 | 1 | 0
CCC(CO)n1cnnc1-c1ccncc1 (centres undefined) | 11 | 3 | 14 | 2 | 8 | 9 | -3 | 7 | 4
COc1ccc(NCc2cc3cc(OC)ccc3[nH]c2=O)cc1 | 3 | 0 | -12 | 2 | -19 | 0 | 1 | -8 | 3
Cn1c(=O)c2c(ncn2CC(=O)Nc2ccc(Cl)cc2Cl)n(C)c1=O | -1 | 3 | 8 | 5 | 12 | 2 | 6 | 0 | 3
O=C(CN1C(=O)COc2ccc(Cl)cc21)N1CCc2ccccc21 | 8 | -10 | 11 | 1 | 8 | -6 | 1 | 6 | 2
CCCCCN=Cc1c(C)[nH]n(-c2nc3ccccc3s2)c1=O | 8 | 18 | 10 | 4 | 10 | 6 | 5 | 5 | -1
CC(C)(Oc1ccc(Cl)cc1)C(=O)NCc1ccncc1 | -4 | 9 | 0 | 1 | -58 | 8 | 0 | 12 | 6
Cc1cccc(NC(=O)c2cccs2)n1 | 6 | · | -5 | 9 | -8 | 12 | -1 | 2 | 12
N=c1c(C(=O)NC2CCCC2)cc2c(=O)n3ccccc3nc2n1C1CCCC1 | -19 | -248 | -24 | -14 | -198 | -3 | 18 | -20 | -21
CCC(C)(C(=O)NC1CCCC1)N(Cc1cccs1)C(=O)Cc1cccs1 (centres undefined) | -2 | 11 | 7 | -7 | -2 | -2 | 2 | 7 | 3
COC(=O)c1cccc(Nc2cc(C)nc(-c3ccccc3O)n2)c1 | 6 | 1 | 7 | 1 | -2 | 17 | -3 | 8 | 3
CCn1c(C(=O)Nc2ccsc2C(=O)OC)cc2sc(Cl)cc21 | 9 | · | 0 | 4 | -37 | -1 | 16 | -1 | -4
CCC(C)[C@H](NC(=O)N1CCCC1)C(=O)O (some centres undefined) | 4 | -1 | 9 | 7 | 11 | -7 | 3 | 7 | 2
COc1nc(N2CCCC2)nc(-n2cc(-c3ccccc3)nn2)n1 | 4 | 1 | -1 | 4 | 3 | -5 | 14 | 1 | -5
O=C(CSc1nnc(-c2cccnc2)n1Cc1ccco1)NCc1ccc2c(c1)OCO2 | 0 | 1 | -5 | -2 | -16 | -1 | -4 | 3 | 0
CC(=O)Oc1cccc(N2C(=O)C3CC=C(Cl)CC3C2=O)c1 (centres undefined) | 5 | 9 | -6 | 0 | -7 | 11 | -5 | 9 | -1
CCc1c(C)nc(Nc2nc(C)c3cc(OC)ccc3n2)[nH]c1=O | -4 | 2 | 8 | 1 | -6 | -4 | 22 | 4 | 0
O=C(Nc1nnc(C2CC2)s1)C1Cc2ccccc2CN1S(=O)(=O)c1cccs1 (centres undefined) | -14 | 17 | 6 | 2 | -20 | 6 | 12 | 5 | 2
O=C(Nc1ccc2snnc2c1)N1CCSCC1 | -23 | 10 | -55 | -6 | -72 | -25 | 9 | 2 | 2
Next part.
SMILES | FXIa inh mix | CatL inh | CatG inh | CatB mix inh | C1s block | CatS block | AP complement | Ec RNAP inh | CatB block
CN(C)CCC(=O)c1ccc(Cl)cc1 | -10 | -2 | -10 | -3 | -84 | -22 | 11 | 3 | 2
CCOC(=O)c1c(C)c(C(=O)NCCc2ccc(S(N)(=O)=O)cc2)c(C)n1CC | 3 | -5 | -15 | -1 | -13 | -1 | 4 | -9 | -3
Cn1c(-c2ccc(F)cc2)cnc1NCc1ccc(C#N)cc1 | 5 | 3 | 8 | 0 | 11 | 4 | 18 | 0 | 1
CC(C)C(c1nnnn1Cc1ccc2c(c1)OCO2)N1CCN(c2ccccc2)CC1 (centres undefined) | 8 | 6 | 10 | 0 | 13 | -3 | 13 | 5 | 6
COc1ccc(S(=O)(=O)N(C)c2ccc(OCC(=O)Nc3cc(C)on3)cc2)cc1 | -7 | 14 | 3 | 2 | -4 | 3 | 6 | 11 | -1
Nc1nnnn1/N=C/c1ccccc1OCc1ccc(Cl)cc1Cl | 6 | -2 | -2 | 0 | 0 | -2 | 2 | 9 | -2
O=C(c1ccco1)N1CCN(S(=O)(=O)c2ccc(S(=O)(=O)NC3CCCC3)cc2)CC1 | 3 | -1 | 9 | 7 | 7 | 15 | 5 | 9 | 0
O=C(c1cc2nc(-c3ccc(F)cc3)cc(C(F)(F)F)n2n1)N1CCCC1 | 0 | · | -4 | 0 | -10 | -8 | 6 | 0 | -3
CCOc1ccccc1NC(=O)c1ccc(S(=O)(=O)N2CCOCC2)cc1 | 5 | -7 | -5 | -3 | 1 | -10 | 18 | -8 | -3
